High-throughput results deposited in PubChem BioAssay by several laboratories.
D1 allo mod: allosteric modulators of human D1 dopamine receptor; AID 641; P21728; HEK293 D1, CRE-luciferase, dopamine EC30 potentiation; actives deviate in either direction; B-score at 10 µM; actives 5.9% (n = 58,000);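 active = luminescence count or its row- and column-corrected plate score outside the 99.7% band of the plate's sample wells, on either side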
RORA act: activators of human nuclear receptor RORA; P35398; CHO-K1 Gal4-RORA LBD luciferase reporter, luminescence; percent increase over mock-subtracted basal signal; activation, % at 10 µM; actives 1.5% (n = 65,000);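 active = activation above the mean of all tested compounds plus 3 SD, cut at about 49% in these data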;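 note: 0% = DMSO-treated RORA cells and 100% = added signal equal to DMSO minus mock-transfected cells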
DUSP1 inh: human dual specificity phosphatase 1 inhibition; inhibition, %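 (compounds tested at a single concentration somewhere between 10 and 100 µM)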; actives 0.15% (n = 65,000); recombinant MKP-1, OMFP hydrolysis fluorescence;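 active = inhibition above about 50%, limit read from the data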;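 note: 0% = DMSO max control wells and 100% = wells with enzyme stopped by NaOH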
SF1 activator: SF-1 (human) activation; actives 1.9% (n = 65,000); activation, % at 10 µM; CHO-K1 Gal4-SF-1 LBD luciferase reporter; % increase over DMSO SF-1-specific signal; Q13285; AID 522;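 active = activation above the mean activation of all tested compounds plus 3 SD, cut at about 50% in these data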
Target sequence (Q13285 whole entry, looked up, the tested form may be a part): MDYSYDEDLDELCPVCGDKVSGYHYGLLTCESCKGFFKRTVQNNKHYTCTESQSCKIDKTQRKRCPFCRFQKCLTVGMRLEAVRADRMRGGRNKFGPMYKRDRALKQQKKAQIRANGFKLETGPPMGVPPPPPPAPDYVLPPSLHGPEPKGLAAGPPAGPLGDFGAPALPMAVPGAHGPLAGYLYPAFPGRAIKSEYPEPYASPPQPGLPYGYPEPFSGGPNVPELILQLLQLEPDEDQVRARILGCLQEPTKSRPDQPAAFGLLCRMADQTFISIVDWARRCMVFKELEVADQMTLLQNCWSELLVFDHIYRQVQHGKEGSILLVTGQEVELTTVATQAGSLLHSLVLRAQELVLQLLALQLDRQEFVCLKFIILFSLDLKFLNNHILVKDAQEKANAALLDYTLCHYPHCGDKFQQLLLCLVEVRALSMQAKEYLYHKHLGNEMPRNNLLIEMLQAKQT
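Test system: CHO-K1 cells with Gal4–hSF-1 LBD chimera plus Gal4-driven luciferase; Input: 4,000 cells/well; Compound: 10 µM only; Times: 20 h compound treatment, 37 °C; Measured by: steady-glow luciferase luminescence, read after 15 min reagent incubation; Measure: percent activation versus DMSO; Control set: DMSO and mock-transfected background; Replicates: one test per compound.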
Hsp90 inh: displaces geldanamycin probe from tumor Hsp90; P07900; NCI-N417 lysate Hsp90, Cy3B-geldanamycin FP displacement; inhibition, % at 30 µM; actives 0.35% (n = 64,000);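 active = inhibition above 50%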;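 note: 0% = tracer plus lysate wells and 100% = tracer alone without lysate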
Her2 expr inh: Her2 kinase expression inhibition | P04626 | actives 0.69% (n = 65,000) | SKBR-3 HER2 protein level, AlphaScreen, 18-24 h; hits give low values | HER2 level % of control, % at 10 µM;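 active = HER2 level under 5% of the carrier-only control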;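 note: 100% = DMSO carrier and 0% = 500 nM PU-H71 HSP90 inhibitor; lower value means stronger loss of Her2 protein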
Cdc25B inh: human M-phase inducer phosphatase 2 inhibition | recombinant Cdc25B, OMFP fluorescence Ex485/Em525 | inhibition, %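 (compounds tested at 10 µM final in the well)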 | actives 0.1% (n = 65,000); in the data active = inhibition above about 50%
TNAP act DEA: human TNAP activation, intermediate phosphate acceptor. P05186. purified TNAP, CDP-star luminescence, 100 mM DEA, 30 min; hits give high values; scale: 0 levamisole-inhibited, 1 vehicle-only enzyme. activation factor at 20 µM. 64,000 tested, under 10 active. AID 813;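 active = activation factor of at least 2 at 20 µM, relative to controls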
Target sequence (P05186 whole entry, looked up): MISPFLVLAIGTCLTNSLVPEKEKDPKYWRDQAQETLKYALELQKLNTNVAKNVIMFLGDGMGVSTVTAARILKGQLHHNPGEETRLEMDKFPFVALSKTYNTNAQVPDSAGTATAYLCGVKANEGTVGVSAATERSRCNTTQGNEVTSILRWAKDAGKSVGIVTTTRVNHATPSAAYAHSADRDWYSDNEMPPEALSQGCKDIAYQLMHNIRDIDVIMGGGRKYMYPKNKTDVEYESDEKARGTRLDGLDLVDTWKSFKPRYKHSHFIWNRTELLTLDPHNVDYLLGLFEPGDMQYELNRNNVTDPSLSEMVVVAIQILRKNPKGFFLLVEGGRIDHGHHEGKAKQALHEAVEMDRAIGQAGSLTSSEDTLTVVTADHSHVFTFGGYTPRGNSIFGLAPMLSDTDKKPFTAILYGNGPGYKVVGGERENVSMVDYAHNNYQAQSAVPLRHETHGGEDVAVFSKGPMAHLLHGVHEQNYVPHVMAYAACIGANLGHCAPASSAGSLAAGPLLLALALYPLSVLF
FXIIa mix inh: inhibitors of human coagulation factor XIIa, pooled mixtures; actives 0.2% (n = 62,000); purified FXIIa, fluorogenic substrate; inhibition, % at 5 µM; P00748; AID 684; in the data active = inhibition above about 20%, passing the limit was not always enough;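 note: 0% = enzyme without compound and 100% = no enzyme blank; some results filed as inactive read as strong as hits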
* marks the source's active call; other numbers are inactive results; x = no result given; & = joins results of further samples. No enrichment for hits; overall some 8.9% were active at least once.

SMILES	D1 allo mod	RORA act	DUSP1 inh	SF1 activator	Hsp90 inh	Her2 expr inh	Cdc25B inh	TNAP act DEA	FXIIa mix inh
CN(C)CCCOC(=O)c1ccc(Cl)cc1	-0.16	-4	7	-22	1	74	3	1	4
CC(OC(=O)C(NC(=O)c1ccco1)C(C)C)C(=O)Nc1ncc(Cl)cc1Cl (configuration not stated)	-0.44	2	23	10	-4	106	-1	x	1
FC(F)(F)c1cnc(Oc2ccc(-c3nnco3)cc2)c(Cl)c1	-0.028	1	19	0	-3	113	5	0.9	-15
COc1ccc(Cl)cc1Nc1cc(C)nc2nc(C)nn12	0.63	3	-13	-28	1	95	-10	1	3
CC(C)C(=O)N1CCN(c2nc(-c3ccccc3)c3c(c2C#N)CCCC3)CC1	2.7	-33	-5	-18	-5	72	20	0.9	-4
COc1ccc(S(=O)(=O)NCc2ccccc2Cl)cc1OC	x	-13	6	-7	2	88	2	0.9	14
CSc1ccc(C(=S)N2CCN(C)CC2)cc1	-0.23	-2	-2	5	-3	x	-3	1	11
CCOC(=O)C1CCN(C(=O)Cc2ccc(OC)c(OC)c2)CC1	-0.012	-11	8	-3	-3	183	-2	0.9	-18
O=C(Cc1cccs1)Nc1ccc(-c2nnn(CC(=O)N3CCOCC3)n2)cc1	0.77	-9	13	6	-11	92	5	0.9	3
Cc1nn(-c2ccccc2)c(C)c1P(=O)(c1ccccc1)N(C)C (configuration not stated)	0.28	-24	18	-6	-1	110	0	0.9	3
Cc1ncc(CC(=O)n2cc(C(=O)c3cc(Cl)ccc3O)cn2)s1	x	-2	16	-14	x	78	-8	0.9	8
COc1cccc(-n2c(Cc3cc(=O)[nH]c(=O)[nH]3)nnc2SCC(=O)N2CCC(C)CC2)c1	-0.018	-5	-1	6	1	70	23	1	4
Cc1ccc(CN(C(=O)c2c(F)cccc2F)C2CC(C)(C)NC(C)(C)C2)o1	-1	-8	1	16	-3	98	-10	1	-8
Cc1cc(=O)oc(C)c1C(=O)NC1CC(C)(C)NC(C)(C)C1	-0.001	5	-2	11	-2	124	-31	0.9	x
Cc1cc(N2C(=O)CCC2=O)n(-c2ccccc2)n1	1.2	-20	-4	2	-2	98	-13	0.9	-2
COC(=O)c1ccc(NC(=O)C2C3C=CC(O3)C2C(=O)O)cc1 (configuration not stated)	-0.39	15	3	5	3	96	0	1	-1
Nc1nc(NC(=O)c2cccs2)nn1-c1ccccc1	-1.1	38	-14	77*	0	118	10	0.8	2
CN(C)S(=O)(=O)N1CCN(S(=O)(=O)c2ccccc2)CC1	1.2	-4	-2	-5	-6	111	-2	1	2
Cc1cccc(NC(=O)CCCCCN2C(=O)c3ccccc3C2=O)n1	x	7	-4	-10	-2	84	0	1	-10
CCc1ccccc1OCc1nnc(N)s1	x	-19	-5	-6	-3	73	-5	0.9	-10
COc1ccccc1-n1c(SCC(=O)N(C)C2CCS(=O)(=O)C2)nc2ccccc2c1=O (configuration not stated)	-0.54	-10	-14	15	-3	107	-5	1	4
Cc1ccc(CC(=O)NCC(C)C)cc1	-0.27	-16	1	-4	-2	125	-2	0.9	4
CC(C)c1ccccc1OCCCCCNCCO	x	-13	-1	2	4	88	-15	1	-26
CCC1(C(=O)OC)NC(c2cccc(F)c2)C2C(=O)N(C)C(=O)C21 (configuration not stated)	-0.041	-2	-5	-19	0	52	5	0.9	7
CCCn1nnc(NC(=O)c2sc3ccccc3c2Cl)n1	-1.2	16	-8	17	4	92	-7	0.8	1
Next results.
SMILES	D1 allo mod	RORA act	DUSP1 inh	SF1 activator	Hsp90 inh	Her2 expr inh	Cdc25B inh	TNAP act DEA	FXIIa mix inh
O=C(C1CCN(c2ccc(N3CCOCC3)nn2)CC1)N1CCN(c2ccc(F)cc2)CC1	x	-8	30	0	-1	100	-12	1	-1
CCOC(=O)c1c(C)oc2c1c(C=NC1CCS(=O)(=O)C1)c(O)c1ccccc12 (configuration not stated)	x	-2	17	-3	6	63	-3	0.8	5
COc1ccc(CC(=O)Nc2cc(C)ccn2)cc1	0.75	20	9	20	-1	97	-4	0.9	-20
CCS(=O)(=O)N1CCC(C(=O)NCCc2ccccc2)CC1	0.84	-11	-8	21	-2	107	-10	1	1
CC1(C)CC(=O)C2=C(C1)Oc1ncn3nc(-c4cccnc4)nc3c1C2c1ccccc1 (configuration not stated)	-0.11	-25	25	-14	0	99	0	0.9	1
CCOC(=O)C1CCN(C(=O)c2cc3cc4cc(OC)ccc4nc3o2)CC1	-0.78	16	0	3	-1	115	0	0.9	-15
O=C(NCCN1CCCC1)C1CC(=O)N(C2CCCCC2)C1 (configuration not stated)	0.73	14	0	6	1	99	-1	1	-4
CCOC(=O)N1CCN(C(=O)c2ccc(Cl)c(S(=O)(=O)Nc3ccccc3)c2)CC1	6.1*	-4	9	2	1	99	3	0.9	9
CCCc1nnc(SCC(=O)N2CCCC(C)C2)n1CCCOC (configuration not stated)	-0.73	-18	11	-20	-1	85	25	1	2
COc1cccc(CNC(=O)CCS(=O)(=O)c2cccc3nsnc23)c1	0.071	-18	10	11	-5	181	-5	0.9	2
COc1ccc(-c2cc3ccc(OCc4nn[nH]n4)cc3oc2=O)cc1	-3.7	-23	3	-29	-9	94	4	0.9	1
O=C(COn1nnc2ccccc21)NCC1CCCCC1	0.58	0	-2	3	-1	108	-9	1	4
O=C(CN1C(=O)C2C3C=CC(C3)C2C1=O)Nc1ccc2nccnc2c1 (configuration not stated)	x	2	10	4	-4	103	4	0.9	8
CN1CCN(CCCNC(=O)c2cn(C)c3ccc(S(=O)(=O)N(C)C)cc3c2=O)CC1	0.28	4	13	-9	-2	86	3	0.9	8
O=C(CCn1cccc1)NCc1ccccc1	0.25	1	25	0	-1	100	21	0.9	-24
CCCN(CCC)CCCNC(=O)c1cn(CCOC)c(=O)c2c1c1ccccc1n2C	-0.46	4	7	13	4	96	-9	1	4
COCCN(C(C)=O)c1nnc(-c2cnccn2)s1	0.26	14	-9	1	0	73	5	0.9	2
Cc1cc(C)cc(N(CC(=O)Nc2cccc(C)n2)S(=O)(=O)c2c(C)noc2C)c1	-1.3	13	-3	-37	1	97	-14	0.8	11
CCS(=O)(=O)N1CCCC(C(=O)NCc2ccc(C)cc2)C1 (configuration not stated)	-0.035	-5	8	6	-3	82	-4	1	-14
O=C1CC(N2CCSCC2)C(=O)N1CCc1ccccc1 (configuration not stated)	-0.72	-2	3	6	-6	96	-6	1	-6
Cc1nnc(NC(=O)C2COc3ccccc3O2)s1 (configuration not stated)	-0.5	18	0	52*	-2	98	-10	1	5
C=C(C)CSc1nc(N)c2c(C)c(C)sc2n1	11*	9	-19	-3	6	82	-5	0.9	7
CCCCCNC(=O)CCCCn1c(=O)[nH]c2cc(OCC)c(OCC)cc2c1=O	0.45	0	4	-19	0	98	-4	0.9	11
O=C(CCC1COc2ccccc2O1)Nc1cccnc1 (configuration not stated)	0.4	-3	-11	2	-4	74	-3	0.9	-18
COC(=O)Nc1ccc(S(=O)(=O)N(C)C)cc1	-0.028	-7	-1	6	-1	115	-2	0.9	-24

Reformatted with two lines to a compound: part of the list above.
Screens in order – D1 allo mod	RORA act	DUSP1 inh	SF1 activator	Hsp90 inh	Her2 expr inh	Cdc25B inh	TNAP act DEA	FXIIa mix inh
COC(=O)Nc1ccc(S(=O)(=O)N(C)C)cc1
    -0.028	-7	-1	6	-1	115	-2	0.9	-24
COc1ccc(-c2cc3ccc(OCc4nn[nH]n4)cc3oc2=O)cc1
    -3.7	-23	3	-29	-9	94	4	0.9	1
O=C(CCC1COc2ccccc2O1)Nc1cccnc1 (configuration not stated)
    0.4	-3	-11	2	-4	74	-3	0.9	-18
O=C(CN1C(=O)C2C3C=CC(C3)C2C1=O)Nc1ccc2nccnc2c1 (configuration not stated)
    x	2	10	4	-4	103	4	0.9	8
O=C(COn1nnc2ccccc21)NCC1CCCCC1
    0.58	0	-2	3	-1	108	-9	1	4
CCOC(=O)c1c(C)oc2c1c(C=NC1CCS(=O)(=O)C1)c(O)c1ccccc12 (configuration not stated)
    x	-2	17	-3	6	63	-3	0.8	5
CCOC(=O)N1CCN(C(=O)c2ccc(Cl)c(S(=O)(=O)Nc3ccccc3)c2)CC1
    6.1*	-4	9	2	1	99	3	0.9	9

Other records follow:
SMILES	D1 allo mod	RORA act	DUSP1 inh	SF1 activator	Hsp90 inh	Her2 expr inh	Cdc25B inh	TNAP act DEA	FXIIa mix inh
CCCOc1ccc(C2C(C(=O)c3ccco3)=C(O)C(=O)N2CCCn2ccnc2)cc1 (configuration not stated)	-0.048	39	0	20	-6	110	4	0.9	2
Cc1ccc(Oc2ccc(S(=O)(=O)N3CCOCC3)cc2C(N)=O)c(-n2nc3ccccc3n2)c1	0.86	6	17	5	0	82	-11	0.9	1
COc1ccc(Cl)cc1NC(=O)CC(C)=O	0.31	-2	0	34	-1	129	-20	1	2
Nc1nc(-n2cnnc2)nn1-c1ccccc1	-0.17	3	-6	-8	-1	71	-2	0.9	2
CCOC(=O)C1=C(C)N=C2SC(C)C(=O)N2C1c1cccc(F)c1 (configuration not stated)	-0.51	5	-12	2	3	74	14	0.8	-6
COC(=O)C(CCSC)NC(=O)Cn1ncc2c(=O)oc3ccc(C)cc3c21 (configuration not stated)	0.0037	12	11	-11	-2	119	-4	1	18
Cc1ccccc1NS(=O)(=O)c1ccc(NC(=O)c2ccco2)cc1	0.48	-11	-4	0	-3	102	-5	0.9	-14
COc1cc(NC(=O)CN2C(=O)NC(C)(CCC(C)C)C2=O)cc(OC)c1 (configuration not stated)	-0.77	-11	5	10	-1	79	1	1	4
COc1cccc(-c2cc(C(=O)Nc3cc(C)n(Cc4ccc(Cl)cc4)n3)no2)c1	-1.3	20	-6	1	-2	54	-3	0.9	-14
O=C1CC(N2CCN(Cc3ccccc3)CC2)C(=O)N1c1ccccc1 (configuration not stated)	0.41	22	10	-10	-3	140	-3	1	1
Cc1ccc(-c2csc3ncn(-n4c(C)ccc4C)c(=O)c23)o1	3	-12	-3	2	0	82	24	0.9	2
CCn1c(SC)nnc1-c1nnc(SC)n1CC	1.1	-18	4	-5	-1	98	3	1	11
CCCCn1c(SCC(=O)Nc2cccc(C)n2)nnc1-c1ccco1	0.61	-6	-7	-19	0	132	1	0.9	9
Cc1sc2c(=O)n3c(nc2c1C(=O)NCCCN1CCOCC1)CCCCC3	-1	9	3	2	-6	94	-3	0.8	-12
Cc1cccc2cc(C#N)c(N3CCCC3)nc12	-0.4	4	-34	0	-2	84	-16	1.1	2
CSc1nnc(-c2ccccc2)n1N	0.33	-12	7	-1	1	78	-3	1	0
Cc1nc2ncnn2c(C)c1CCC(=O)N1CCN(C(=O)c2ccco2)CC1	0.22	-3	0	13	-1	95	0	0.9	3
O=C(CCCOc1ccccc1)Nc1ccc(S(=O)(=O)N2CCOCC2)cc1	-1.3	-2	6	-3	-1	99	6	0.9	2
CCN(CC)c1ccc2cc(-c3nc4ccccc4[nH]3)c(=O)oc2c1	-3.6*	-32	3	-45	-8	90	-1	1.4	7
O=S(=O)(NCCc1csc(-c2cccnc2)n1)c1cccs1	x	22	5	-12	-1	69	-5	0.9	1
CC1(C)CC(=O)C=C(Nc2ccc3c(c2)OCCO3)C1	0.44	15	5	11	1	114	-9	1	12
CC(C(=O)O)c1ccc(-c2ccccc2)c(F)c1 (configuration not stated)	0.049	-4&-6	-6&-9	-4&-6	2&5	92&96	7&-4	0.9	11
Cc1csc(SCC(=O)N2CCN(S(=O)(=O)c3ccccc3)CC2)n1	-0.58	-18	28	2	-1	107	-14	1	-17
O=S(=O)(NCc1cn2ccsc2n1)c1ccc2c(c1)OCCO2	-0.46	7	-6	-10	-2	108	-18	0.8	7
CCC(C)(C(=O)NC1CCCC1)N(Cc1cccs1)C(=O)Cc1cccs1 (configuration not stated)	-1.3	13	9	-13	-7	98	-17	0.9	0
CCOC(=O)c1ccc(NC(=O)CSc2nnc(CNC(=O)c3ccccc3F)o2)cc1	-0.2	-3	11	2	-4	115	-10	0.9	6
